Bioassay records deposited in PubChem BioAssay by several laboratories.
SKKanGAS inh = SKKanGAS growth inhibition. 1.3% of 300,000 active. S. pyogenes SKKanGAS, kanamycin growth, BacTiter-Glo, 6 h. AID 1662. inhibition, % at 7.5 µM;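 active = mean replicate score, as percent of positive control median, at least 50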;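 note: strain carries kanamycin resistance gene driven by streptokinase promoter and grows in 40 µg/ml kanamycin; loss of luminescence reflects streptokinase promoter inhibition or plain growth inhibition; 0% = median of DMSO wells and 100% = positive control at its reference dose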
TRPC6 inhibitor = inhibitors of mouse TRPC6 channel; 1.1% of 310,000 active; B-score at 10 µM; HEK293-TRPC6, membrane potential dye, ACh-evoked depolarization; hits give low values;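 active = B-score under library mean minus 3 SD, initial fluorescence not abnormally high, positive integrated signal ratio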;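 note: B-score derived from integrated fluorescence ratio over the kinetic read; more negative B-score means stronger inhibition of depolarization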
Target sequence (Q61143 whole entry, looked up): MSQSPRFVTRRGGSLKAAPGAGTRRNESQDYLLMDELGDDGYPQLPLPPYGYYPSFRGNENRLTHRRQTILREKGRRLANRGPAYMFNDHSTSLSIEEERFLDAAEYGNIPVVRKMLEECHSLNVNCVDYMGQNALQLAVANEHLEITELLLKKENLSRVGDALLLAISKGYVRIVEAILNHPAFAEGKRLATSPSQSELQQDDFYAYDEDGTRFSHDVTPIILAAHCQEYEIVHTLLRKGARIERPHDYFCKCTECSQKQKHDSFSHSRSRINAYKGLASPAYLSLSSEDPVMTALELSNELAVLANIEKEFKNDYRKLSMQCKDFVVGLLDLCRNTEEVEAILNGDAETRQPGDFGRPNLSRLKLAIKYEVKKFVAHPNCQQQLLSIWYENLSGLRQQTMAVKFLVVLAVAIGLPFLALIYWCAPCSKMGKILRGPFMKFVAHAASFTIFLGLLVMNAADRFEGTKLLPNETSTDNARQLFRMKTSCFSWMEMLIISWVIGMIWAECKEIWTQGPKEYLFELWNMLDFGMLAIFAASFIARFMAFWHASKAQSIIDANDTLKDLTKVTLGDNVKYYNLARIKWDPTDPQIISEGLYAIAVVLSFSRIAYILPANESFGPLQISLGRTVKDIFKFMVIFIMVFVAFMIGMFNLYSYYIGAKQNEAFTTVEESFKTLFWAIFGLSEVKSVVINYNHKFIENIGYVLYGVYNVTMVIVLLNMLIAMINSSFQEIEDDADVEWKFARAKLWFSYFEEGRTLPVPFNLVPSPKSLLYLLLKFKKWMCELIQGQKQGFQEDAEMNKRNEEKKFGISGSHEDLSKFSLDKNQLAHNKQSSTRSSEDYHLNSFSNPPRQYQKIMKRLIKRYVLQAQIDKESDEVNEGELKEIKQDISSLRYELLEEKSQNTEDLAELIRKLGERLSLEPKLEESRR
MrgX1 antagonist = blocks BAM8-22 activation of human MrgX1 receptor. 1.3% of 310,000 active. B-score at 10 µM. AID 588676. Q96LB2. MRGX1-HEK293 calcium flux, Fluo-4, BAM8-22 antagonism; hits give low values;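 active = calcium-response B-score plate-corrected more than 3 library SD below zero, starting fluorescence within 5 deviations, no agonist response on first addition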;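 note: peak minus trough fluorescence over baseline after final BAM8-22 challenge near maximal dose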
MrgX1 ag = activates human MrgX1 receptor signaling; Q96LB2; MrgX1-HEK293 cells, Fluo-4 calcium fluorescence, agonist mode; hits give high values; B-score at 10 µM; 0.44% of 310,000 active; AID 588627;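 active = calcium response B-score plate-corrected fluorescence ratio at least 3 library SD, with starting fluorescence B-score inside 5 SD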
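Material: HEK293 cells stably expressing human MrgX1 receptor | Quantity: 15,000 cells per well | Times: Cells plated overnight, dye loaded 0.5 h 37 °C, 0.5 h room temperature | Measured by: Kinetic Fluo-4 NW fluorescence of intracellular calcium | Control set: Positive and negative controls per plate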
RGS4 inh = inhibitors of human RGS4; HEK293 M3R/RGS4 inducible, Fluo-4 calcium flux; hits give high values; triggered by carbachol at its EC20; B-score at 10 µM; 0.45% of 310,000 active; AID 463165;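 active = B-score, a plate-corrected calcium signal, over three deviations above library mean, with baseline fluorescence within five deviations of library mean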;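 note: RGS4 expression induced by doxycycline in cells with stable M3 receptor; B-score is computed from the integrated fluorescence ratio over baseline after carbachol; higher B-score means a larger calcium signal and so more RGS4 inhibition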
TMEM16A act = activates or potentiates the mouse TMEM16A chloride channel; 0.3% of 340,000 active; Q8BHY3; AID 623877; HEK293 TMEM16A/YFP-H148Q/I152L, iodide quench fluorescence; hits give low values; B-score at 10 µM;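 active = fluorescence-ratio B-score plate-corrected deviation score at least 3 library SD below zero, with starting fluorescence score within 5 deviations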;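 note: channel opened by trigger with iodide after compound preincubation; score built on the fluorescence ratio of max minus min over baseline; more negative score means more quench and so TMEM16A activation or potentiation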
HDAC3 inhib = human HDAC3 inhibition. O15379. recombinant HDAC3, fluorogenic peptide/trypsin coupled, fluorescence. inhibition, % at 8.3 µM. 0.15% of 320,000 active. AID 2718; in the data active = inhibition above about 26%, passing the limit was not always enough
MrgX1 allo act = allosterically activates human MrgX1 receptor signaling | Q96LB2 | MrgX1-HEK293, Fluo-4 calcium flux, FDSS; hits give high values | B-score at 10 µM | 0.63% of 310,000 active;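 active = plate-corrected calcium response at least 3 library SD above typical, normal starting fluorescence, not activating the receptor alone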;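 note: compound read alongside a low EC10 to EC30 dose of BAM8-22 agonist; peak minus trough fluorescence over baseline measured at the second addition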
TRPC6 activator = activates the mouse TRPC6 cation channel. 0.13% of 310,000 active. B-score at 10 µM. Q61143. AID 2550. HEK293-TRPC6 membrane potential dye fluorescence; hits give high values;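 active = B-score of the integrated fluorescence ratio above library mean plus 3 SD, and starting fluorescence ratio within library mean plus 5 SD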;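 note: higher score means more depolarization so channel activation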
TMEM16A inh = blocks the mouse calcium-activated chloride channel TMEM16A. HEK293 TMEM16A/YFP iodide influx fluorescence, ionomycin. normalized B-score (activity score, 25-100; higher = stronger inhibition) at 10 µM. 1.2% of 310,000 active. AID 588511;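 active = ratio plate-corrected score three or more library SD toward inhibition, starting fluorescence score within five deviations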;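 note: score derived from kinetic fluorescence span divided by baseline fluorescence per well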
RGS4 act = RGS4 potentiation or activation | HEK293 M3R/inducible RGS4, carbachol calcium flux Fluo4; hits give low values | B-score at 10 µM | 0.92% of 310,000 active;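 active = B-score of the integrated calcium signal more than 4 SD below the library mean, with starting fluorescence not abnormally high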;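 note: negative B-score means reduced calcium response which marks RGS4 activation or potentiation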
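Test system: HEK293 cells with stable M3R and inducible RGS4; also added: carbachol at ECmax as muscarinic agonist stimulus; schedule: dye loading 30 min 37 °C, buffer rest 30 min RT; technique: kinetic calcium fluorescence imaging with Fluo4-AM dye, 2 µM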
An asterisk follows results filed as active; i = inactive; . = not tested or not shown.

SMILES | SKKanGAS inh | TRPC6 inhibitor | MrgX1 antagonist | MrgX1 ag | RGS4 inh | TMEM16A act | HDAC3 inhib | MrgX1 allo act | TRPC6 activator | TMEM16A inh | RGS4 act
O=C(Nc1cc(Cl)c(Cl)cc1Cl)c1cccnc1 | 2 | i | i | i | i | i | 0 | i | i | i | i
CC(C)C(C(=O)NC(C)(C)C)N1C(=O)c2ccccc2C1=O (stereo unspecified) | -6 | i | i | i | i | i | -8 | i | i | i | i
Cc1nnc2ccc(-c3cccc(NC(=O)c4ccco4)c3)nn12 | -12 | i | i | i | i | i | . | i | i | i | i
CC(C)CC(=O)N=C1SC2CS(=O)(=O)CC2N1CCc1ccccc1 (stereo unspecified) | -4 | i | i | i | i | i | -4 | i | i | i | i
CCCSc1nc2ccccc2n1CC(=O)O | 0 | i | i | i | i | i | -4 | i | i | i | i
CC(C)(C)c1ccc(C(=O)COC(=O)CN2C(=O)NC3(CCCC3)C2=O)cc1 | -3 | i | i | i | i | i | . | i | i | i | i
CC(=O)NCCC(=O)N1CCCC(CNC(=O)c2ccc(-c3ccccc3)cc2)C1 (stereo unspecified) | -9 | i | i | i | i | i | 0 | i | i | i | i
COc1ccc(Cc2nnc(NC(=O)Cn3cnc4c3c(=O)n(C)c(=O)n4C)s2)cc1 | -4 | i | i | i | i | i | 7 | i | i | i | i
COc1cc(NS(=O)(=O)c2ccc(NC(=S)NC(=O)c3ccco3)cc2)nc(OC)n1 | 5 | i | i | i | i | i | 4 | i | i | i | i
C/C(=N\NC(=O)c1cccc(C)c1)c1cccc(NC(=O)c2ccco2)c1 | 4 | i | i | i | i | i | 6 | i | i | i | i
CCOc1ccccc1NC(=O)CNC(=O)Cc1ccccc1 | -2 | i | i | i | i | i | 0 | i | i | i | i
Cc1ccc(S(=O)(=O)N(C)C)cc1NC(=O)CN1C(=O)NC(Cc2c[nH]c3ccccc23)C1=O (stereo unspecified) | 0 | i | i | i | i | i | . | i | i | i | i
CCc1cc2c(=O)c(-c3cscn3)coc2cc1O | -3 | i | i | i | i | i | 3 | i | i | i | i
Cc1ccccc1-c1nc(-c2ccc(Br)o2)no1 | -4 | i | i | i | i | i | 5 | i | i | i | i
COc1ccc(CCn2cc(C#N)c(=O)[nH]c2=O)cc1OC | -6 | i | i | i | i | i | 3 | i | i | i | i
N#Cc1c(-c2ccccc2)nc(SCC(=O)N2c3ccccc3Sc3ccccc32)[nH]c1=O | 73* | i | i | i | i | i | 4 | i | i | i | i
Cc1ccc(OCCC(=O)OCC(=O)NC(=O)NCc2ccccc2)cc1 | -5 | i | i | i | i | i | 5 | i | i | i | i
Cc1cccc(-n2nc3c(c2NC(=O)C(C)C)CSC3)c1 | -2 | i | i | i | i | i | 8 | i | i | i | i
Clc1ccc(-c2csc(N3CCN(c4ccccc4)CC3)n2)cc1 | 2 | i | i | i | i | i | . | i | i | i | i
O=C(O)/C=C/c1ccc(S(=O)(=O)Nc2cccnc2)cc1 | 4 | i | i | i | i | i | 0 | i | i | i | i
COc1ccc(CNc2nc(NCc3ccc(OC)cc3)c3[nH]cnc3n2)cc1 | 8 | i | i | i | i | i | -3 | i | i | i | i
Cc1ccc(Oc2ccccc2NC(=O)CSCC(=O)Nc2cc(C)on2)cc1 | -6 | i | i | i | i | i | 0 | i | i | i | i
COC(=O)c1cc2c(cc1Cl)SC(=NCCCN1CCOCC1)NS2(=O)=O | 1 | i | i | i | i | i | -1 | i | i | i | i
Cc1ccc(CNC(=O)C2CCCCC2C(=O)O)cc1 (stereo unspecified) | -4 | i | i | i | i | i | -11 | i | i | i | i
COc1ccc(-n2c(C)cc(C(=O)COC(=O)Cn3cnc4ccccc43)c2C)cc1 | 6 | i | i | i | i | i | -1 | i | i | 100* | i
CC1=C(C(=O)OCc2ccccc2)C(c2ccc(C(F)(F)F)cc2)NC(=O)N1CCCCCC(=O)O (stereo unspecified) | 19 | i | i | i | i | i | 2 | i | i | i | i
CCC(C)(C)n1nnnc1C(C(C)C)N(CCN1CCOCC1)Cc1cc2cccc(C)c2[nH]c1=O (stereo unspecified) | 1 | i | i | i | i | i | 1 | i | i | i | i
O=C(O)c1cc(Cl)c2c(c1)[C@@H]1C=CC[C@@H]1[C@H](c1ccc(S(=O)(=O)N3CCOCC3)cc1)N2 | 11 | i | i | i | i | i | -3 | i | i | i | i
Cc1cccc(C(=O)NNC(=S)NC(=O)c2ccccc2)c1 | 96* | i | i | 186* | i | i | 1 | i | i | 100* | i
O=S(=O)(NC1CCCCCCC1)c1ccccc1 | 7 | i | i | i | i | i | -3 | i | i | i | i
CC(C)C(=O)Nc1ccc(C(=O)N/N=C/c2cc(Br)cc(Br)c2O)cc1 | 68* | i | i | i | i | i | 0 | i | i | i | i
COc1cc(SC#N)ccc1N=Cc1c(C)[nH]n(-c2cccc3ccccc23)c1=O | -9 | i | i | i | i | . | 4 | i | i | i | i
Cc1cccc(-n2ccc(=O)c(C(=O)Nc3ccc(S(=O)(=O)Nc4nccc(C)n4)cc3)n2)c1 | 47 | i | i | i | i | i | -3 | i | i | i | i
O=C(COC(=O)c1ccc(O)cc1)NCc1ccc2c(c1)OCO2 | -1 | i | i | i | i | i | 3 | i | i | i | i
O=[N+]([O-])c1cc(S(=O)(=O)N2CCCC2)ccc1NN=C1CCCC1 | 6 | i | i | i | i | i | 6 | i | i | i | i
COc1ccc(C(C)C)cc1S(=O)(=O)N1CCN(C)CC1 | 20 | i | i | i | i | i | 3 | i | i | i | i
CCOC(=O)Nc1c(C(=O)OC)[nH]c2cccc(OC)c12 | -4 | i | i | i | i | i | -11 | i | i | i | i
Cc1cc(NC(=O)CSC2=NS(=O)(=O)c3cc(F)ccc3N2)no1 | -5 | i | i | i | i | i | 6 | i | i | i | i
COCCN(C(=O)CCCC(=O)Nc1ccccn1)C(C(=O)NC1CCCCC1)c1ccc(C)cc1 (stereo unspecified) | -1 | i | i | i | i | i | -12 | i | i | i | i
OCc1ccccc1SSc1ccccc1CO | -11 | i | i | 41* | i | i | 3 | i | i | i | i
COc1ccc2c(=O)c3c(=O)n(Cc4ccco4)c(-c4ccccc4)nc3oc2c1 | 18 | i | i | i | i | i | 3 | i | i | i | i
CCOC(=O)Cc1ncccc1C(=O)Nc1ccc(OC)cc1 | -1 | i | i | i | i | i | 3 | i | i | i | i
CCNC(=S)N1CCC(C(=O)c2ccc(Cl)cc2)CC1 | -2 | i | i | i | i | i | 6 | i | i | i | i
Cc1onc(-c2c(F)cccc2Cl)c1C(=O)NCc1ccc(F)cc1 | 10 | i | i | i | i | i | 0 | i | i | i | i
CCCCS(=O)CC(COc1ccc(Cl)cc1)OC(=O)c1ccccc1 (stereo unspecified) | 1 | i | i | i | i | i | -10 | i | i | i | i
O=C(Nc1cc(F)cc(F)c1)c1ccc(NCCCN2CCCCCC2)c([N+](=O)[O-])c1 | -2 | i | i | i | i | i | 4 | i | i | i | i
CCCc1nnc(N2C(=O)c3cccc4cccc(c34)C2=O)s1 | 1 | i | i | i | i | i | -5 | i | i | i | i
CC(=O)c1cccc(NC(=O)c2ccc(NS(C)(=O)=O)cc2)c1 | 0 | i | i | i | i | i | -1 | i | i | i | i
O=C(NCc1ccc2c(c1)OCO2)c1cccc(Cl)c1 | 4 | i | -5.2* | i | i | i | 0 | i | i | i | i
CC(=O)NC(=S)Nc1ccc(S(=O)(=O)N(C)Cc2ccccc2)cc1 | 5 | i | i | i | i | i | -3 | i | i | i | i
O=C(O)CCn1ccnc1-c1ccccc1 | 2 | i | i | i | i | . | 2 | i | i | i | i
O=C(CSc1nc2[nH]ncc2c(=O)[nH]1)Nc1ccccc1C(F)(F)F | -1 | i | i | i | i | i | -2 | i | i | i | i
COC(=O)c1ccc(N2C(=O)CC(SCC(=O)Nc3ccc(OC)cc3)C2=O)cc1 (stereo unspecified) | -1 | i | i | i | i | i | -1 | i | i | i | i
COc1ccc(S(=O)(=O)N2CCOCC2)cc1NC(=O)CSc1n[nH]c(C(C)C)n1 | 10 | i | i | i | i | i | -3 | i | i | i | i
Cc1ccc(O)c(NC(=O)c2cc([N+](=O)[O-])ccc2Cl)c1 | -11 | i | i | i | i | i | 3 | i | i | i | i
CCOC(=O)c1sc(=NC(=O)c2cccs2)n(C)c1C | -1 | i | i | i | i | i | 2 | i | i | i | i
CC1CCCCC1NC(=O)COC(=O)c1ccccc1NC(=O)c1ccco1 (stereo unspecified) | 14 | i | i | i | i | i | -1 | i | i | i | i
Cc1ccc(NCCC(=O)c2cccs2)cc1Cl | 9 | i | i | i | i | i | 0 | i | i | i | i
CCOC(=O)C1CCN(S(=O)(=O)c2cc(Br)cc3c2N(C(=O)C2CC2)CC3)CC1 | 2 | i | i | i | i | i | 6 | i | i | i | i
CC(C)C(=O)N1CCN(c2ccc(NC(=O)c3cccs3)cc2Cl)CC1 | -3 | i | i | i | i | i | -9 | i | i | i | i

Carrying on:
SMILES | SKKanGAS inh | TRPC6 inhibitor | MrgX1 antagonist | MrgX1 ag | RGS4 inh | TMEM16A act | HDAC3 inhib | MrgX1 allo act | TRPC6 activator | TMEM16A inh | RGS4 act
Cc1ccn2cc(-c3cccc(S(=O)(=O)N4CCCCC4)c3)nc2c1 | -4 | i | i | i | i | i | -3 | i | i | i | i
CSc1nc(N2CCN(c3ccccc3Cl)CC2)c2ccccc2n1 | 7 | i | i | i | i | i | -4 | i | i | i | i
CCOC(=O)CCCN1CC(O)=C(c2nc(-c3ccc(Cl)cc3)cs2)C1=N | . | i | i | i | i | i | 0 | i | i | i | i
COc1ccc(NC(=O)CNC(=O)N2CC(=O)Nc3ccccc32)cc1OC | 2 | i | i | i | i | i | 6 | i | i | i | i
CCN(Cc1ccccc1)C(=S)NC(=O)c1ccccc1Br | 6 | i | i | i | i | i | 8 | i | i | i | i
O=C(C1=C[C@H](c2ccc3c(c2)OCO3)C[C@H](OCCCCO)O1)N1CCOCC1 | -8 | i | i | i | i | i | 0 | i | i | i | i
CC(C)OC(=O)c1ccc2nc3ccccc3nc2c1 | 15 | i | i | i | i | i | 7 | i | i | i | i
